esBAF inh: Bmi1 luciferase reporter increase in mESCs, primary screen, esBAF inhibitor project, mouse ES cells, Bmi1 luciferase knock-in, single point. 24 h; 100% = twice the neutral-well signal. reporter increase, % at 12.5 µM. 2% of 350,000 active; in the data active = activation above about 40%;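 note: 0% = median of the plate's neutral control wells and 100% = double that signal; a rise in the Bmi1 reporter signal indicates esBAF inhibition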
ERAP1 HTS inh: human ERAP1 aminopeptidase inhibitors, primary screen, biochemical, single point, plate reader; Endoplasmic reticulum aminopeptidase 1 (Homo sapiens), Q9NZ08; recombinant ERAP1, Leu-AMC fluorescence, 60 min; inhibition, % at 10.7 µM; 0.15% of 340,000 active;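 active = mean replicate inhibition of at least 30%, or all replicates individually reaching that 30% level; inactive = mean below 30% and not every replicate reaching it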;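 note: 0% = neutral control wells and 100% = L-leucinethiol positive control wells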
XiGFP reactiv: activators of inactive X chromosome reactivation, primary screen, imaging, XiGFP fibroblasts, GFP high-content imaging, set 2. XiGFP mouse fibroblasts, % GFP-positive cells imaging, 3 d; cells co-treated with 5-aza-dC sensitizer; scaled so ellipticine positive control = 100%. activation, % at 7.58 µM. 0.055% of 360,000 active. AID 743238, 2013;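 active = mean normalized replicate activation at least 10% and every replicate at or above 10%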;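 note: 0% = median of on-plate neutral control wells and 100% = ellipticine 6 µM median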
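Material: XiGFP fibroblasts, SV40-immortalized; Buffer or medium: DMEM containing 5-aza-dC; Compound dosing: single point; Times: 3 days compound exposure.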
CFTR F508del cor: F508del CFTR correction, initial screen, CFBE line, single point; 0.36% of 350,000 active; activity (quench increase), % at 7.58 µM; CFBE cells, YFP halide quenching; stimulated with forskolin plus potentiator P3; % fluorescence drop versus neutral controls; AID 720511, 2013;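 active = mean added fluorescence quench of at least 8% versus neutral control, with both replicates also reaching 8%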;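 note: cells transiently co-express mutant CFTR-F508del with the halide-sensitive YFP; corrector assay measuring rescue of mutant channel to the surface after 24 h compound exposure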
ARNT TACC3 PPI: disruptors of ARNT/TACC3 protein interaction, primary screen, biochemical, AlphaScreen, single concentration; Transforming acidic coiled-coil-containing protein 3 (Homo sapiens), Q9Y6A5; AlphaScreen His-ARNT PAS-B/GST-TACC3 binding, luminescence; TACC3 fragment carries E629A point mutation; inhibition, % at 9.99 µM; 0.66% of 390,000 active; AID 623870, 2012;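 active = mean inhibition of replicates at least 50% and at least half of replicates each reaching 50%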;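 note: 0% = complete ARNT plus TACC3 wells and 100% = ARNT alone without TACC3; many hits fall short of the cut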
RAD52 anneal inh: RAD52 DNA annealing inhibitors, primary screen, biochemical, FRET, single point, set 2 | DNA repair protein RAD52 homolog (Homo sapiens), P43351 | recombinant RAD52 DNA annealing, FRET fluorescence | inhibition, % at 18.7 µM | 0.46% of 360,000 active;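 active = every replicate showing at least 50% inhibition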
INS-1E GSIS act: GLuc luminescence reporter in INS-1E cells, primary screen for activators of glucose-dependent secretion of insulin. INS-1E GLuc reporter insulin secretion, 2-3 h. activation, % at 16.6 µM. 0.61% of 370,000 active. AID 743287, 2014;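 active = lowest replicate activation of at least 40%, so every replicate reaches that level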;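 note: 0% = median of neutral control wells and 100% = median of IBMX positive control wells; some compounds called inactive have numbers as strong as hits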
RAD54 inh: inhibitors of human RAD54 branch migration, primary screen, biochemical, fluorescence, single point. DNA repair and recombination protein RAD54-like (Homo sapiens), Q92698. RAD54 Holliday junction branch migration, FAM/BHQ fluorescence. inhibition, % at 10.4 µM. 0.14% of 360,000 active;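 active = mean normalized replicate activity at least 40 and at least half of replicates scoring 40 or more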;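 note: 0% = median of neutral control wells and 100% = median of positive control wells; inhibitors cause a drop in the FAM fluorescence signal; in these data hits start at about 50%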
Target sequence (Q92698 whole entry, looked up): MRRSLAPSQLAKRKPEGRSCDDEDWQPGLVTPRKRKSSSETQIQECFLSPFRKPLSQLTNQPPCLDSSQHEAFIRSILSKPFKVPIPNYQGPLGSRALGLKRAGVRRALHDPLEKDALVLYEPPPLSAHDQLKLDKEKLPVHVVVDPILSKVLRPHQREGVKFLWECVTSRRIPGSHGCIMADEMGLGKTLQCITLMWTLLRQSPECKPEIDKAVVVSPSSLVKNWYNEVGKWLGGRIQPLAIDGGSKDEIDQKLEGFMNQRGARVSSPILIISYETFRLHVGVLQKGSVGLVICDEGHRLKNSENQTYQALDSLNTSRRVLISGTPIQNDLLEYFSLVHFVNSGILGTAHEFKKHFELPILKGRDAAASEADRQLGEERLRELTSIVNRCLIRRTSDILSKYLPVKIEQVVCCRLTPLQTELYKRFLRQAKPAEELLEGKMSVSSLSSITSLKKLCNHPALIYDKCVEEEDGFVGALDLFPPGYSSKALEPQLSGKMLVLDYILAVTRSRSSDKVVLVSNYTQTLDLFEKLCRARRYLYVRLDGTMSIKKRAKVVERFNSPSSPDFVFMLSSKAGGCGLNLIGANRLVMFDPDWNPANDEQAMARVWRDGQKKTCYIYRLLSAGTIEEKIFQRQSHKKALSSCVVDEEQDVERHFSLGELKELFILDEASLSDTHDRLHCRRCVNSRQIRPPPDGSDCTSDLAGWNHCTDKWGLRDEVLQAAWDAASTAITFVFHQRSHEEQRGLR
* hit, by the source's call; nt = no result given.

1	COc1ccc(C(=O)COc2ccccc2C(N)=O)cc1
2	COc1ccc(NC(=O)CSC2=C(C#N)C(c3ccco3)C3=C(CCCC3=O)N2)c(OC)c1 (centres undefined)
3	COC(=O)c1ccc(CNC(=O)CNC(=O)c2sc3ccccc3c2Cl)cc1
4	NC(=S)NN=C1CCCC(C(F)(F)F)C1 (centres undefined)
5	CC(C)Sc1nsc2nc(=O)c(/C=C3\C=Nc4ccccc43)c(N)n12
6	COc1ccc(S(=O)(=O)N(C)C[C@@H]2Oc3c(NC(=O)Nc4ccc(C(F)(F)F)cc4)cccc3C(=O)N([C@H](C)CO)C[C@@H]2C)cc1
7	CC(=O)N(C)C[C@@H]1Oc2cc(C#Cc3ccc(F)cc3)ccc2S(=O)(=O)N([C@H](C)CO)C[C@H]1C
8	COc1ccc(OC)c(NC(=O)c2cc3sccc3n2C)c1

entry no.,1,2,3,4,5,6,7,8
esBAF inh,3,nt,-7,nt,nt,1,3,16
ERAP1 HTS inh,1,4,1,3,0,-1,-2,nt
XiGFP reactiv,0.0,nt,0.1,0.1,0.0,-0.1,-0.2,nt
CFTR F508del cor,-1.0,nt,2.1,-2.4,-4.2,2.4,1.2,nt
ARNT TACC3 PPI,-8,nt,-6,1,-12,nt,-9,3
RAD52 anneal inh,3,-9,-9,-9,-490,-12,14,nt
INS-1E GSIS act,-8,3,-3,8,-16,-3,-17,-5
RAD54 inh,1,3,6,nt,-5,3,0,0

9	OC[C@H]1[C@@H]2c3ccccc3NC[C@@H]2N1CC1CCOCC1
10	COc1ccc(Nc2cc3n(c(=O)n2)CCc2cc(OC)c(OC)cc2-3)c(C)c1
11	O=c1cc(-c2ccccc2)[nH]n1-c1ccccc1
12	CCc1ccc(CN(C)CC(O)COc2cccc3ccccc23)cc1 (centres undefined)
13	Cc1ccc(OCCC(=O)OC(C)C(=O)Nc2ccc(Cl)cn2)cc1 (centres undefined)
14	COc1ccc2c(C)cc(SCC(=O)Nc3nsc(-c4ccc(C)cc4)n3)nc2c1
15	COC(=O)c1cc(C(=O)Nc2cc(C)on2)cc([N+](=O)[O-])c1
16	COc1ccc(C)cc1NC(=O)C1CCN(S(C)(=O)=O)CC1

entry no.,9,10,11,12,13,14,15,16
esBAF inh,1,-3,-3,-3,nt,1,-10,-10
ERAP1 HTS inh,-4,2,4,-1,-2,-3,-3,0
XiGFP reactiv,0.1,0.2,-0.2,nt,0.0,0.2,0.1,0.0
CFTR F508del cor,-2.0,1.5,-3.9,-2.1,-0.4,0.7,-2.1,1.2
ARNT TACC3 PPI,-14,34,6,4,-6,24,-2,1
RAD52 anneal inh,-8,16,-13,20,-7,0,-4,-9
INS-1E GSIS act,6,-3,11,47,-9,9,11,17
RAD54 inh,0,1,-2,2,nt,11,-1,-9

Record cards, from the list above:
Results for `COc1ccc(C)cc1NC(=O)C1CCN(S(C)(=O)=O)CC1` : esBAF inh: -10; ERAP1 HTS inh: 0; XiGFP reactiv: 0.0; CFTR F508del cor: 1.2; ARNT TACC3 PPI: 1; RAD52 anneal inh: -9; INS-1E GSIS act: 17; RAD54 inh: -9
Results for `COC(=O)c1cc(C(=O)Nc2cc(C)on2)cc([N+](=O)[O-])c1` : esBAF inh: -10; ERAP1 HTS inh: -3; XiGFP reactiv: 0.1; CFTR F508del cor: -2.1; ARNT TACC3 PPI: -2; RAD52 anneal inh: -4; INS-1E GSIS act: 11; RAD54 inh: -1

Next records follow:
17	CCCCn1nnnc1C(c1cc2ccccc2o1)N1CCN(C/C=C/c2ccccc2)CC1 (centres undefined)
18	C[C@@H]1CN([C@H](C)CO)C(=O)c2cccc(NC(=O)c3nc4ccccc4s3)c2O[C@@H]1CN(C)S(=O)(=O)c1cccs1
19	O=C(NC1CCCCC1)c1cccnc1Sc1ccccc1Cl
20	Cc1c(C(=O)O)sc2nc(CSc3ncc(C(F)(F)F)cc3Cl)[nH]c(=O)c12
21	NC(=O)c1ccc(SCC(=O)OCC(=O)N2CCN(C(=O)c3ccco3)CC2)c([N+](=O)[O-])c1
22	C[C@@H]1CCCCO[C@H](CN(C)C(=O)CCC(F)(F)F)[C@@H](C)CN([C@H](C)CO)C(=O)c2cc(NC(=O)c3ccccc3)ccc2O1
23	CCOc1ccc(/C=N/n2cc(-c3ccccc3)[nH]c2=S)cc1
24	CCOc1ccc(NC(=O)c2cccc(OC(=S)N3CCOCC3)c2)cc1

entry no.,17,18,19,20,21,22,23,24
esBAF inh,-12,8,-1,0,-7,2,45*,nt
ERAP1 HTS inh,nt,1,-2,1,0,-3,4,0
XiGFP reactiv,0.0,-1.0,0.0,-0.1,-0.1,0.1,0.0,0.0
CFTR F508del cor,1.6,-0.6,-2.2,0.2,-0.5,-1.4,-7.6,-0.2
ARNT TACC3 PPI,nt,4,-4,2,-1,-4,18,6
RAD52 anneal inh,-57,0,-17,-47,-11,3,-8,-10
INS-1E GSIS act,-25,8,20,37,1,-10,-7,2
RAD54 inh,5,4,-1,nt,11,4,-2,nt

25	CC1c2[nH]c3ccccc3c2C[C@H]2C(=O)N(CCO)CC(=O)N12 (some centres undefined)
26	COc1cccc(-c2cnc3c(c2)C(=O)N([C@@H](C)CO)C[C@@H](C)[C@H](CN(C)Cc2ccncc2)O3)c1
27	O=C(CSc1nc2ncc(Cl)cc2[nH]1)N(Cc1ccccc1)C1CCS(=O)(=O)C1 (centres undefined)
28	C[C@@H]1CN([C@H](C)CO)C(=O)c2cc(NC(=O)Cn3cnnn3)ccc2O[C@@H]1CN(C)C(=O)Nc1ccccc1
29	CNC(=O)C[C@H]1CC[C@@H]2[C@H](COC[C@@H](O)CN2C(=O)c2ccccn2)O1
30	O=C(Cn1nc(C(F)F)cc1C1CC1)NCCC1=CCCCC1
31	OC[C@H]1[C@@H](c2ccc(C3=CCCC3)cc2)[C@H]2CN(CCC(F)(F)F)CCCCN21
32	CC(C)(C)OC(=O)CNC(=O)c1nc[nH]c1C(=O)N1CCN(c2ccccc2)CC1

entry no.,25,26,27,28,29,30,31,32
esBAF inh,0,4,nt,2,-3,-3,nt,-9
ERAP1 HTS inh,2,-2,-4,0,-5,1,3,3
XiGFP reactiv,0.2,-0.6,-0.1,0.6,-0.1,nt,nt,0.0
CFTR F508del cor,-1.8,-0.3,1.5,0.6,7.4,nt,-0.6,1.3
ARNT TACC3 PPI,-16,-7,-5,-5,-3,0,11,1
RAD52 anneal inh,-7,10,-4,0,17,-12,4,-3
INS-1E GSIS act,10,-3,15,12,3,7,nt,0
RAD54 inh,-6,-13,nt,2,2,-1,2,-11

33	O=C(COC(=O)c1ccc(S(=O)(=O)N2CCCCCC2)cc1)NCc1ccc(F)cc1
34	CCNc1oc(/C=C/c2ccc(OCC)cc2)nc1C#N
35	COc1ccc(CN(C)C[C@H]2OCCCC[C@H](C)Oc3ccc(NS(=O)(=O)c4ccc(Cl)cc4)cc3C(=O)N([C@@H](C)CO)C[C@@H]2C)cc1
36	[O-][n+]1c(/C=C/c2ccccc2)ccc2ccccc21
37	CC(C)NC(=O)N(C)C[C@@H]1OCCCC[C@@H](C)Oc2ccc(NS(=O)(=O)c3cccs3)cc2C(=O)N([C@H](C)CO)C[C@H]1C
38	Cc1ccc(NC(=O)CSc2nnc(N)s2)cc1S(=O)(=O)N1CCOCC1
39	CCc1cc(=O)oc2cc(C)cc(OC(C)C(=O)NCCCn3ccnc3)c12 (centres undefined)
40	O=C(COC(=O)c1n[nH]c2ccccc12)Nc1cccc(S(=O)(=O)N2CCOCC2)c1

entry no.,33,34,35,36,37,38,39,40
esBAF inh,-7,28,-1,1,9,2,-6,nt
ERAP1 HTS inh,-1,0,-1,1,11,-1,-3,-3
XiGFP reactiv,0.0,0.3,0.0,0.0,0.0,0.1,0.0,-0.1
CFTR F508del cor,2.2,6.8,1.0,-1.3,1.1,-1.3,1.7,-1.0
ARNT TACC3 PPI,-1,4,5,0,-7,1,-4,6
RAD52 anneal inh,0,-26,44,-28,16,1,-4,-32
INS-1E GSIS act,2,5,-26,4,6,17,17,-21
RAD54 inh,0,-4,-11,3,-1,5,2,nt

41	Cc1cccnc1CN1CCN(C(=O)c2cc(COc3ccc4ncccc4c3)on2)CC1
42	COc1ccccc1CNC(=O)C1CCCN(S(=O)(=O)c2cccs2)C1 (centres undefined)
43	O=C1CCN(S(=O)(=O)c2ccc(Br)cc2)CCN1
44	Clc1cccc(OCCN2CCNCC2)c1
45	COc1ccc(N(C(=O)Cc2cccs2)C2C=CS(=O)(=O)C2)cc1 (centres undefined)
46	C/C(=N\Nc1ncnc2sc(C)c(C)c12)c1ccccn1
47	C[C@H]1CCCCO[C@H](CN(C)C(=O)CCC(F)(F)F)[C@@H](C)CN([C@@H](C)CO)C(=O)c2cc(NS(C)(=O)=O)ccc2O1
48	COc1ccc(C)cc1N(CC(=O)N1CCCCCC1)S(C)(=O)=O

entry no.,41,42,43,44,45,46,47,48
esBAF inh,nt,3,4,nt,-7,-26,-1,-6
ERAP1 HTS inh,1,-1,3,-1,nt,8,1,-2
XiGFP reactiv,0.0,-0.1,0.2,0.3,0.1,85*,-1.0,0.1
CFTR F508del cor,3.7,-1.4,-1.6,-1.2,2.5,21*,-0.4,-0.6
ARNT TACC3 PPI,-2,0,-6,nt,0,nt,-7,-2
RAD52 anneal inh,-16,-16,-21,-18,-3,-69,1,-7
INS-1E GSIS act,-59,1,-2,2,3,13,2,17
RAD54 inh,nt,1,-3,nt,-8,-6,-13,-7

49	O=C(C[C@@H]1C[C@@H]2c3cc(NS(=O)(=O)c4ccc(F)cc4)ccc3O[C@@H]2[C@@H](CO)O1)NCc1ccncc1
50	CN(C(=O)c1cccc(S(=O)(=O)N2CCCCC2)c1)C1CCS(=O)(=O)C1 (centres undefined)
51	COc1ccc(NC(=O)Nc2ccc3c(c2)C(=O)N([C@H](C)CO)C[C@H](C)[C@H](CN(C)C(=O)Cc2ccccc2)OCCCC[C@@H](C)O3)cc1
52	COc1cccc(-c2coc3c(C)c4oc(=O)c(CCC(=O)O)c(C)c4cc23)c1
53	COc1ccc(C(C)=O)cc1COC(=O)c1ccc(OCc2c(C)noc2C)cc1
54	O=S(=O)(Nc1cccc2cccnc12)c1ccccc1
55	COc1cc(CNc2ncnc3c2ncn3[C@H]2CN(Cc3cccs3)C[C@@H](CO)O2)cc(OC)c1OC
56	CCOC(=O)c1ccc(NC2c3ccccc3C(=O)N2c2ccccn2)cc1 (centres undefined)
57	CCOC(=O)C(=Cc1cn(C)c2ccc(S(=O)(=O)N(C)C)cc12)C(=O)OCC

entry no.,49,50,51,52,53,54,55,56,57
esBAF inh,-6,nt,-9,-3,-7,3,4,-6,13
ERAP1 HTS inh,0,5,2,9,-2,2,2,-3,6
XiGFP reactiv,-0.1,0.1,0.2,0.0,nt,1.5,-0.2,-0.1,0.1
CFTR F508del cor,-0.5,-2.6,-1.2,1.2,nt,-11,2.3,0.2,-2.4
ARNT TACC3 PPI,-1,-2,-2,62*,-2,21,nt,-2,-1
RAD52 anneal inh,9,-8,0,6,-6,-4,-6,-11,-4
INS-1E GSIS act,-5,-8,-13,-13,5,4,nt,6,8
RAD54 inh,-9,nt,0,-13,-1,-6,-3,3,6

From PubChem

An unsorted share of the library; any-hit rate near 3.3%.
